TRHR ag – TRH receptor (human) agonism | P34981 | TRHR cells, calcium flux fluo-8, FDSS agonist mode | activation, % at 2 µM | 0.18% of 360,000 active; in the data active = activation above about 30%; note: 0% is about no effect
Target sequence (P34981 whole entry, looked up): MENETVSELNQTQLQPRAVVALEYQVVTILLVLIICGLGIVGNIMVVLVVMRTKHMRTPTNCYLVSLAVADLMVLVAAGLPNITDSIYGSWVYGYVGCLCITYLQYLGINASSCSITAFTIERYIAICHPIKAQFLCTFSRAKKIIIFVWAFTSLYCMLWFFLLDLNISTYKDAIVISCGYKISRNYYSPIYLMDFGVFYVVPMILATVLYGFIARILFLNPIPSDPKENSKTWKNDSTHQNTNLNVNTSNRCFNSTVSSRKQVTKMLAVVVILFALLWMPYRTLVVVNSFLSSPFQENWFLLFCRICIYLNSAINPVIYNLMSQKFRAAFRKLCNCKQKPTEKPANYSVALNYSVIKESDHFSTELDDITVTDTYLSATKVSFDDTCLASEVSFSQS
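Read-out: compound-evoked intracellular calcium rise in TRHR cells, fluo-8 dye, kinetic FDSS fluorescence at 1 s/cycle following a 10-cycle baseline. Cells cultured overnight before dye loading (30 min–1.5 h, RT).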
rTrxR1 inhibitor – inhibitors of rat thioredoxin reductase 1; recombinant rTrxR1, NADPH fluorescence consumption, selenite substrate; Potency, µM (series often up to 114 µM), inactives show at the top dose activity change, negative = inhibition, most hits filed as inhibitors; 1% of 390,000 active; AID 588453; note: potency is the fitted concentration of half-maximal effect; % is set by controls: 0 for no effect and ±100 for the full control effect; nearly all actives have a fitted effect of over 65% in size
Target sequence (O89049 whole entry, looked up): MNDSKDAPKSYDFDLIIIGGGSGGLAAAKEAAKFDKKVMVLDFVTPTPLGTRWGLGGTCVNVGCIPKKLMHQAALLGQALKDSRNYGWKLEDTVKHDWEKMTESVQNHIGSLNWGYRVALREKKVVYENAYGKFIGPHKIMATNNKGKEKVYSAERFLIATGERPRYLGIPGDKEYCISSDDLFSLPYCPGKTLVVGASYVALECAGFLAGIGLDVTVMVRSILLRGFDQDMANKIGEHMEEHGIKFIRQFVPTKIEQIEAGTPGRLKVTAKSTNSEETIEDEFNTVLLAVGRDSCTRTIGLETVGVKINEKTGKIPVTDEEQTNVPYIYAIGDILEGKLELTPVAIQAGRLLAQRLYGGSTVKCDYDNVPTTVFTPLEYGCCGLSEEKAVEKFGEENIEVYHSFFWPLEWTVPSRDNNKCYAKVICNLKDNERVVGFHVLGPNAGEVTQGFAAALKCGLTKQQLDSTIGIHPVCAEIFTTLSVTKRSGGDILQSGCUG
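Rat TrxR1 (90 nM in the dispensed reagent) was pre-reduced with 400 uM NADPH for 5 min at room temperature, then incubated with compound for 15 min. After 400 uM selenite was added, NADPH fluorescence (Ex 340/Em 450 nm) was followed for 8 min.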
TrxR1 substrate – is turned over as a substrate by rat TrxR1 | O89049 | purified TrxR1 substrate turnover, NADPH consumption readout | Potency, µM (series often up to 114 µM), for inactives: top-dose activity change, negative = substrate turnover | 0.01% of 390,000 active | AID 588456; note: potency is the fitted concentration of half-maximal effect; % is set by controls: 0 for no effect and ±100 for the full control effect; nearly all actives have a fitted effect of over 50% in size
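Rat TrxR1, dispensed at 90 nM, was prereduced with 400 uM NADPH (final) for 5 min at ~22 deg C, then incubated with compound 15 min before 400 uM selenite. A first-read NADPH fluorescence drop versus no-compound background flagged substrates.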
mIDH1 inhibitor – blocks human mutant IDH1 R132H enzyme; IDH1-R132H enzyme, NADPH consumption, diaphorase/resazurin fluorescence; 0.093% of 390,000 active; Potency, µM (top dose mostly 76.6 µM), without a hit: at the highest dose activity change, negative = inhibition, actives largely listed as inhibitors; AID 602179; note: potency is the fitted concentration of half-maximal effect; % is set by controls: 0 for no effect and ±100 for the full control effect; nearly all actives have a fitted effect of over 65% in size
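IDH1-R132H (0.5 ug/mL) preincubated 30 min with compound, then NADPH (0.016 mM) and alpha-KG (2 mM) added; 80 min at RT, pH 7.5. Remaining NADPH coupled via diaphorase/resazurin to fluorescence (540/590 nm); concentration-response curves normalized to no-enzyme control.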
TRHR enhancer – allosteric enhancers of human TRH receptor. TRHR cells, fluo-8 calcium fluorescence, EC20 TRH enhancement. enhancement, % at 2 µM. 0.66% of 360,000 active. AID 493056; in the data active = enhancement above about 30%; note: 0% is about no effect
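Enhancer read-out: after compound pinning and an initial kinetic agonist-mode read, an EC20 of TRH (10 nM final) was injected and fluo-8 calcium signal (Ex 480/Em 530) followed at 1 s/cycle for 100 cycles in TRHR-expressing cells.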
USP1 inh – blocks the human USP1/UAF1 deubiquitinase complex; AID 743255; recombinant USP1/UAF1, Ub-Rhodamine cleavage fluorescence; Potency, µM (titrated, usually from 57.1 µM), for the others: top-dose activity change, negative = inhibition, hits mostly inhibitors; 0.23% of 390,000 active; O94782; note: potency is the fitted concentration of half-maximal effect; % is set by controls: 0 for no effect and ±100 for the full control effect; nearly all actives have a fitted effect of over 60% in size; inactives centre near -12
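Step one: compound is pinned into 1nM USP1/UAF1 in HEPES pH 7.8 buffer with TCEP. Step two: 15 min room-temperature incubation. Step three: Ub-Rho (150nM final) starts cleavage, tracked by fluorescence over six one-minute reads.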
D2 antag – antagonizes the human D2 dopamine receptor; 2% of 340,000 active; HEK293 TREx D2 cells, calcium flux, dopamine EC80; P14416; inhibition, % at 10 µM; in the data active = inhibition above about 30%; note: 0% is about no effect
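In this primary screen, negative modulation is detected by tracking calcium flux after an EC80 dopamine challenge in inducible HEK293 T-REx D2 cells preexposed to test compound for 180 s.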
Pin1 inh – inhibitors of human Pin1. Q13526. Pin1 FP peptide displacement, HiFluor488, 10 min. Potency, µM (top dose mostly 115 µM), for inactives: at the highest dose activity, negative = inhibition, actives largely listed as inhibitors. 0.009% of 390,000 active; active = well fitted inhibition curve with a large enough effect in the polarisation, with a control signal flat, not every such curve was filed as active; inconclusive = small, poorly fitted or top-dose-only effect, or effect the other way, or a change in a side signal; inactive = no such curve, though single readings can be large or run the other way; the % refers to the polarisation; note: potency is the fitted concentration of half-maximal effect; % is set by controls: 0 for no effect and ±100 for the full control effect
D2 agonist – activates the human D2 dopamine receptor; P14416; HEK293 T-REx D2 cells, calcium flux agonist mode; activation, % at 2 µM; 0.53% of 340,000 active; AID 485358;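 active = activation over 3 SD above normal in the single-dose calcium agonist read, cut at about 30% in these data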; note: 0% is about no effect
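Tetracycline-induced HEK293 T-REx cells with force-coupled D2 receptor, plated overnight at 30 C, loaded with no-wash calcium dye. After a 10 s baseline, compound was pin-added and calcium flux read kinetically for 180 s; calcium rises flagged agonists.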
* = called active by the depositor; u = inconclusive; x = not tested or not shown; [ ] = another dose, or the depositor's remark. Unless noted, calls come from the whole dose curve; as a rule, active = well fitted inhibition curve with a large enough effect; inconclusive = small, poorly fitted or top-dose-only effect; inactive = no such curve, though single readings can be large or run the other way. The list is partial (hit frequency here may not be typical).

item	SMILES	TRHR ag	rTrxR1 inhibitor	TrxR1 substrate	mIDH1 inhibitor	TRHR enhancer	USP1 inh	D2 antag	Pin1 inh	D2 agonist
1	COc1ccccc1CNC(=O)c1ccc(CN2CC(=O)N3CCCCC3C2=O)cc1 (centres undefined)	-0.7	17%	2%	-12%	28	-15%	x	-1%	-0.6
2	CCC1Oc2ccc(C)cc2N(CC(=O)NCc2cccc(OC)c2)C1=O (centres undefined)	x	-3%	-6%	-2%	x	4%	x	-11%	x
3	Cc1ccc(C(=O)NC(Cc2c[nH]c3ccccc23)C(=O)O)o1 (centres undefined)	0.8	13%[57.1 µM]	-1%[57.1 µM]	9%	-1	-22%	6	-6%	0.4
4	O=C(CCN1CCOCC1)Nc1ccc(F)cc1	-0.2	38%[activator]	19%	5%	-4	-14%	-8	0%	1.1
5	Cc1c(NC(=O)c2ccc(Cl)s2)c(=O)n(-c2ccccc2)n1C	-0.1	-9%	-6%	2%	-2	-4%	x	2%	x
6	CCOC(=O)c1c(N)nn(C(=O)c2ccccc2)c1-c1ccccc1	-1.0	-26%	-17%	6%	1	-5%	9	u	-0.8
7	COC(=O)c1c(NC(=O)CN2CCCc3ccccc32)sc(C)c1C	-0.2	15%	7%	6%	-3	-11%	-8	62%[activator]	-0.8
8	CS(=O)(=O)N(Cc1ccccc1)c1ccc(C(=O)Nc2ccc(Cl)cc2)cc1	2.3	5%	7%	2%	-3	-33%	x	3%	0.6
9	O=S(=O)(c1cccc(C(F)(F)F)c1)N1CCN(C(=S)NC2CC2)CC1	0.4	8%	-1%	1%	7	-15%	19	6%	1.9
10	Cc1ccccc1-n1nc2c(c1NC(=O)C1CCCC1)CS(=O)(=O)C2	-0.7	33%	5%	3%	1	-20%	3	-1%	0.1
11	Cc1cc(O)cc2c1C1CCC3(C)C(O)CCC3C1C=C2 (centres undefined)	x	-32%	5%	-7%	x	-28%	x	-4%	x
12	CSc1nc(C)c(CCOCc2ccc(F)cc2)c(=O)[nH]1	0.0	16%	0%	-5%	-1	-2%	1	-2%	1.4
13	O=c1[nH]n(Cc2ccccc2)c2ccccc12	-0.3	-32%	38%[activator]	0%	-1	3%	5	5%	-0.3
14	CCC(=O)C1=C(c2ccc(OC)c(OC)c2)N(C(=O)CC)n2c(nnc2-c2ccc(C)cc2)S1	0.1	13%[57.1 µM]	4%[57.1 µM]	-11%	-1	-10%	x	-1%	0.8
15	CCOc1cc(C(=O)CCC(=O)OCC(=O)Nc2ccc(C)c(S(=O)(=O)N(C)C)c2)ccc1O	-1.5	24%	0%	0%	-2	-31%	7	11%	0.4
16	COc1ccc2[nH]cc(CCNC(=O)Nc3ccc(F)cc3)c2c1	2.0	4%	-5%	0%	-4	u	x	-11%	-0.5
17	O=C1CC(Sc2ccc(Cl)cc2)C(=O)N1c1ccc2c(c1)OCCO2 (centres undefined)	0.4	-51%	-7%[57.1 µM]	5%	-5	-5%	x	9%	x
18	Cc1cc(C(=O)OCC(=O)N2CC(C)OC(C)C2)c2ccccc2n1 (centres undefined)	-0.3	17%	9%	-1%	0	-16%	-13	1%	0.4
19	CCCCCNC(=O)c1c[nH]c2ccc(S(=O)(=O)N3CCC4(CC3)OCCO4)cc2c1=O	0.8	11%	-11%	0%	2	0%	7	99%[activator]	0.5
20	CCOC(=O)C1CCN(c2cc3c(cc2NC(=O)c2ccccc2OCC)n(C)c(=O)n3C)CC1	-2.7	38%[activator][57.1 µM]	-5%[57.1 µM]	u	-6	-22%	-34	13%	0.2
21	O=C(Cc1ccccc1)Nc1sc2c(c1C(=O)Nc1ccccc1Cl)CCCC2	0.4	0%	7%	9%	-4	10%	x	0%	-0.3
22	CCN(CC)CC(=O)Nc1cccc(S(=O)(=O)N2CCCC2)c1	0.8	17%	3%	5%	-4	-8%	-20	0%	-0.3
23	COc1ccc(S(=O)(=O)N2c3ccccc3NC(=O)CC2C)cc1 (centres undefined)	0.7	20%	9%	17%	4	-10%	x	4%	x
24	CCOc1c(N2CCCCC2)c(=O)c1=O	-0.5	17%[57.1 µM]	-6%	10%	-6	-12%	-13	0%	1.7
25	COc1ccc(-n2c(SCC(N)=O)nnc2-c2cccnc2)cc1	0.7	30%	9%	2%	-4	-6%	11	-1%	0.0

9 compounds out of the list, sorted by heavy-atom count, rising.
item	SMILES	TRHR ag	rTrxR1 inhibitor	TrxR1 substrate	mIDH1 inhibitor	TRHR enhancer	USP1 inh	D2 antag	Pin1 inh	D2 agonist
12	CSc1nc(C)c(CCOCc2ccc(F)cc2)c(=O)[nH]1	0.0	16%	0%	-5%	-1	-2%	1	-2%	1.4
22	CCN(CC)CC(=O)Nc1cccc(S(=O)(=O)N2CCCC2)c1	0.8	17%	3%	5%	-4	-8%	-20	0%	-0.3
16	COc1ccc2[nH]cc(CCNC(=O)Nc3ccc(F)cc3)c2c1	2.0	4%	-5%	0%	-4	u	x	-11%	-0.5
7	COC(=O)c1c(NC(=O)CN2CCCc3ccccc32)sc(C)c1C	-0.2	15%	7%	6%	-3	-11%	-8	62%[activator]	-0.8
2	CCC1Oc2ccc(C)cc2N(CC(=O)NCc2cccc(OC)c2)C1=O (centres undefined)	x	-3%	-6%	-2%	x	4%	x	-11%	x
8	CS(=O)(=O)N(Cc1ccccc1)c1ccc(C(=O)Nc2ccc(Cl)cc2)cc1	2.3	5%	7%	2%	-3	-33%	x	3%	0.6
1	COc1ccccc1CNC(=O)c1ccc(CN2CC(=O)N3CCCCC3C2=O)cc1 (centres undefined)	-0.7	17%	2%	-12%	28	-15%	x	-1%	-0.6
19	CCCCCNC(=O)c1c[nH]c2ccc(S(=O)(=O)N3CCC4(CC3)OCCO4)cc2c1=O	0.8	11%	-11%	0%	2	0%	7	99%[activator]	0.5
15	CCOc1cc(C(=O)CCC(=O)OCC(=O)Nc2ccc(C)c(S(=O)(=O)N(C)C)c2)ccc1O	-1.5	24%	0%	0%	-2	-31%	7	11%	0.4

Next part
cpd | SMILES | TRHR ag | rTrxR1 inhibitor | TrxR1 substrate | mIDH1 inhibitor | TRHR enhancer | USP1 inh | D2 antag | Pin1 inh | D2 agonist
26 | C/C(CC(=O)NC12CC3CC(CC(C3)C1)C2)=N\NC(=O)c1ccc(F)cc1 | 0.0 | 11%[57.1 µM] | 9%[57.1 µM] | 1% | -5 | -18% | -11 | 6% | -0.2
27 | CCOC(=O)c1c(C)oc2nc(C)nc(NCCCN3CCN(c4ccc(F)cc4)CC3)c12 | -0.8 | 21% | -4% | -17% | 15 | -6% | x | -8% | 2.3
28 | CN(C)CCNC(=O)C1CC(=O)N(c2ccc(F)c(Cl)c2)C1 (centres undefined) | -0.3 | 13% | 4% | -2% | 8 | -8% | 10 | -1% | 0.6
29 | Cc1ccc(S(=O)(=O)N(Cc2n[nH]c(=S)n2-c2ccccc2)c2ccccc2)cc1 | -0.7 | -27% | -1% | 2% | -2 | -28% | -13 | -4% | 0.2
30 | COc1ccc(C2C(C(=O)c3ccco3)=C(O)C(=O)N2c2nnc(C)s2)cc1 (centres undefined) | -0.7 | -12%[57.1 µM] | -2%[57.1 µM] | 16% | 5 | -4% | 10 | u | -1.0
31 | COc1ccc2nc(SCC(=O)N(C)C3CCCCC3)[nH]c2c1 | 0.0 | -10% | -13% | 1% | -9 | -10% | x | -3% | x
32 | CC(C)n1cc(CN2CCC(n3nccc3NC(=O)C3CCCC3)CC2)cn1 | 0.4 | -7% | 1% | 3% | 0 | -8% | 13 | -4% | 0.7
33 | CN1CCN(S(=O)(=O)c2ccc(NC(=S)NC(=O)c3ccccc3)cc2)CC1 | 0.6 | -55% | 8%[57.1 µM] | 3% | 6 | 1% | 7 | -8% | 0.3
34 | CCC(C)N1CCC2(CC1)N=c1c(c3c4c5c(C)c(O)c3c(O)c1=NC(=O)C(C)=CC=C[C@H](C)[C@H](O)[C@@H](C)[C@@H](O)[C@@H](C)[C@H](OC(C)=O)[C@H](C)[C@@H](OC)C=CO[C@@](C)(O5)C4=O)N2 (some centres undefined) | -0.7 | 6% | -4% | -4% | 0 | -29% | x | -10% | x
35 | O=C(CCc1ccc(S(=O)(=O)N2CCOCC2)cc1)OCC(=O)c1ccccc1F | x | 11% | -7% | 8% | x | -11% | x | -1% | x
36 | CCOC(=O)c1ccc(NC(=O)c2cc3cc(C)ccc3n2C)cc1 | 0.2 | 38%[activator] | 24% | -7% | 17 | -4% | x | -1% | 0.4
37 | CC(C)(C)c1ccc(OCCSc2nc3ccccc3n2CC(=O)O)cc1 | 0.1 | 6% | 5% | 1% | -10 | -23% | -12 | -6% | -0.5
38 | O=c1c2ccccc2nc2ccc(NCc3ccco3)nn12 | 0.5 | u | 2% | 5% | 3 | -10% | -3 | u | -0.6
